Screens deposited in PubChem BioAssay by several laboratories.
HIV Rev-RRE inh = disrupts HIV-1 Rev binding to RRE RNA; P05866; Rev peptide-RRE RNA binding, FRET; inhibition, % at 8 µM; 0.79% of 97,000 active; AID 704;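 active = inhibition above the screen-wide mean plus 3 SD, cut at about 35% in these data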;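 note: 0% = median DMSO wells and 100% = median Neomycin B control wells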
Target sequence (P05866 whole entry, looked up): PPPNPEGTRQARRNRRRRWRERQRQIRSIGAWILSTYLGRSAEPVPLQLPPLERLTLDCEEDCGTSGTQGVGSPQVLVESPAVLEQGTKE
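Probe or stimulus: fluorescein-Rev peptide as binding partner; assay system: Cy5-tagged RRE RNA duplex with fluorescein-tagged Rev peptide; timing: 5 min compound–RNA preincubation, then 15 min with peptide, 25 °C; medium: HEPES pH 7.5 buffer with KCl, MgCl2, NaCl and EDTA; signal: fluorescein-to-Cy5 FRET, 480 nm excitation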
PTPN22 act = increases human PTPN22 phosphatase activity; 0.11% of 96,000 active; recombinant LYP, DiFMUP fluorescence; 0 = plate median, 100 = signal doubled; activation, % at 2 µM; Q9Y2R2;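 active = activation at 2 µM above a set limit, the mean plus 5 SD, cut at about 37% in these data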
Plk1 PBD FP = inhibitors of human Plk1 polo box domain binding; 0.13% of 97,000 active; P53350; inhibition, %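 (tested at about 20 µM)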; Plk1 PBD phosphopeptide binding, fluorescence polarization; AID 693; in the data active = inhibition above about 34%, passing the limit was not always enough
Pyk2 oligo antag = blocks oligomerization of human Pyk2 in cells; z-score (the deposit names both 25 µM and 10 µM); 0.83% of 99,000 active; Q293 cells, Pyk2 FERM NanoBiT luminescence; active compounds read low; Q14289;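 active = Z-score of -3 or lower, scaled per plate to the spread of control and sample wells; inactive = z-score above -3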;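 note: negative z-score means lost luminescence so less FERM oligomerization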
PLK1 inh = blocks human PLK1 kinase activity; recombinant PLK1 kinase, TR-FRET peptide phosphorylation; inhibition, % at 10 µM; AID 619; 0.53% of 97,000 active;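 active = inhibition of 50% or more in the single-concentration screen; inactive = inhibition below 50%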;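 note: 0% = DMSO max control and 100% = H-89 dihydrochloride min control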
EphB4 antag = EphB4-ephrin-B2 interaction antagonism. inhibition, % at 7 µM. P54760. 0.15% of 97,000 active. EphB4 LBD / TNYL-RAW-Alexa532 peptide, fluorescence polarization;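 active = inhibition above the screen-wide mean inhibition plus 3 SD, cut at about 15% in these data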;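 note: 0% = DMSO wells and 100% = excess unlabeled TNYL-RAW peptide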
Target sequence (P54760 whole entry, looked up, the tested form may be a part): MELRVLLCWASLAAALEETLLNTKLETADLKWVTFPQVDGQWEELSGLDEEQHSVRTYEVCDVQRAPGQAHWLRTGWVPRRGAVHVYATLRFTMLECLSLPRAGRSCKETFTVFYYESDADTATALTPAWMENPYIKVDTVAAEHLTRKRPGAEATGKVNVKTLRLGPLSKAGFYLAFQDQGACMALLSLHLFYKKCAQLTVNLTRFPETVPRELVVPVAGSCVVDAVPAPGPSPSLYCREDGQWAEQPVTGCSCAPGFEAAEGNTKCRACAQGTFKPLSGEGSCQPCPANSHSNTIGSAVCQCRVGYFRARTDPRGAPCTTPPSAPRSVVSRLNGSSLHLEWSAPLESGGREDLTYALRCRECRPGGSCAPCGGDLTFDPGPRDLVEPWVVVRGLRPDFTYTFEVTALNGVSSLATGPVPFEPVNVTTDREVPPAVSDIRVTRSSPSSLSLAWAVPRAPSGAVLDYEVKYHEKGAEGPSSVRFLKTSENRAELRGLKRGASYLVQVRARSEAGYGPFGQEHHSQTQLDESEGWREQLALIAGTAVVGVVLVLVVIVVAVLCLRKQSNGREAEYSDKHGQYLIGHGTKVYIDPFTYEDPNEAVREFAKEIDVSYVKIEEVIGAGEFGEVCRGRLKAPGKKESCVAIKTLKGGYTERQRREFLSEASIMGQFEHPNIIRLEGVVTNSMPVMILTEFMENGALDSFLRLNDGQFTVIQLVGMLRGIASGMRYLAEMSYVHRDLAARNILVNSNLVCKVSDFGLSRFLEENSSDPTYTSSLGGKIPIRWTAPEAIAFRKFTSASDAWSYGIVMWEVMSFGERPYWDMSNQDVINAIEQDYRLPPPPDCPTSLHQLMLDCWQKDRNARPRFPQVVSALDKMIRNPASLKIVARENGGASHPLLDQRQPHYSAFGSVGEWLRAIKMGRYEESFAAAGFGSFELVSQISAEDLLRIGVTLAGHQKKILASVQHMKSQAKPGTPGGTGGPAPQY
FAK inh = FAK (human) kinase inhibition | biochemical FAK kinase activity assay | inhibition, %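 (tested at 7 µM)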 | 0.84% of 97,000 active | Q05397; in the data active = inhibition above about 19%;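 note: 0% = DMSO and 100% = reference compound high control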
PTPN22 inh 2 = blocks human PTPN22 phosphatase activity; 0.21% of 96,000 active; Q9Y2R2; inhibition, % at 2 µM; AID 640; recombinant LYP catalytic domain, DiFMUP fluorescence;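 active = inhibition at 2 µM at or above a set limit, the screen mean plus 3 SD, cut at about 24% in these data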;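 note: 0% = DMSO with enzyme and 100% = enzyme fully blocked by orthovanadate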
F-actin modifier = modifiers of cytoskeleton assembly | HUVEC TNFa F-actin phalloidin imaging, high content | inhibition, % at 2 µM | 0.18% of 91,000 active | AID 836;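 active = inhibition above the batch mean plus 3 SD and confirmed as a hit by visual image inspection, cut at about 30% in these data, passing the limit was not always enough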; note: strong numbers were not always called active
* = called active by the depositor; · = not tested or not shown.

HIV Rev-RRE inh | PTPN22 act | Plk1 PBD FP | Pyk2 oligo antag | PLK1 inh | molecule | EphB4 antag | FAK inh | PTPN22 inh 2 | F-actin modifier
10 | -7 | -11 | 0.47 | -4 | Cc1ccc(SCCNC(=O)CN(c2ccc3c(c2)OCO3)S(C)(=O)=O)cc1 | 6 | 2 | 7 | 5
4 | 5 | 14 | 0.89 | -8 | CC(C)(C)C(=O)NCCCc1ccccc1 | -6 | 2 | -8 | 0
5 | 8 | 3 | 1.5 | -8 | CCOC(=O)c1cc(C(=O)Nc2ccc(C)c(F)c2)nn1C | 3 | -1 | -5 | -25
11 | -6 | 13 | 0.35 | 30 | O=C1OC(Nc2ccc(Cl)cn2)c2ccccc21 (stereo not given) | 3 | -2 | 8 | -4
4 | -4 | -12 | -0.97 | -13 | Cc1cccc(Nc2nc(N)nc(CN3CCC(C(N)=O)CC3)n2)c1C | -1 | 0 | -1 | 9
15 | -7 | 9 | 0.22 | -7 | Cc1ccsc1/C=C/c1ccc2ccccc2n1 | 1 | 9 | 12 | -13
9 | -8 | 4 | -1.7 | -34 | c1ccc(-c2ccc(-c3nc(-c4ccccn4)no3)cc2)cc1 | -3 | 1 | 10 | 3
7 | -4 | -6 | -0.62 | -6 | COc1ccc(C(=O)NCC(C)(C)SCc2c(C)cc(C)cc2C)cc1 | 7 | 1 | 6 | -8
-3 | 6 | -3 | 0.39 | -12 | Cc1cc(C)n(-c2nc(C)nc3sc4c(c23)CCC(C)C4)n1 (stereo not given) | -1 | -3 | -2 | 7
3 | -9 | -12 | 0.5 | -2 | CCCCCOc1ccc(C(=O)C(c2ccccc2)N2CCOCC2)cc1 (stereo not given) | 2 | -1 | 8 | -8
-3 | 4 | -20 | 0.3 | 3 | COc1cc(C(=O)OCCN2CCOCC2)cc(OC)c1OC | -1 | -1 | -4 | 13
6 | 6 | -6 | 1.3 | -8 | Cc1cc(NC(=O)Cn2nc3c(cc2=O)CCCC3)ccc1Br | 2 | 2 | -8 | -10
-1 | 11 | 21 | 0.37 | 1 | COc1ccc(CC(=O)NCc2cccs2)cc1 | -12 | -1 | -7 | -5
8 | 1 | -2 | -0.12 | -8 | CN1CCN(c2nc3c(c(=O)[nH]c(=O)n3C)n2CC(N)=O)CC1 | 2 | -9 | -1 | 8
9 | -10 | -11 | -1.9 | -5 | CC(=O)c1cc(C#N)c(SCc2ccccc2C#N)nc1C | 2 | 5 | 10 | 5
4 | -5 | -31 | -0.35 | 1 | COc1ccccc1Nc1nc(N)nc(CSc2nccc(C)n2)n1 | 5 | 1 | 9 | -32
8 | -3 | -4 | · | -7 | CCc1ccccc1S(=O)(=O)Cc1ccc(C(=O)N2CCN(c3ccccn3)CC2)o1 | 2 | 2 | 1 | -4
1 | 2 | 1 | -1.2 | -10 | COc1ccc(S(=O)(=O)N2CCC(C(N)=O)CC2)c2ccccc12 | -3 | -2 | -3 | -1
2 | 0 | 1 | -0.63 | -11 | CCc1nnc(NC(=O)CSc2nnc(Cc3ccccc3)n2-c2ccc(OC)cc2)s1 | -6 | -3 | 0 | 13
69* | -14 | -34 | · | -19 | CC(C)OC(=O)c1c2nc3ccccc3nc2n2c1[nH]c(=O)c1ccccc12 | 0 | 0 | 13 | -10
10 | -5 | -16 | 1.6 | 2 | OC(COCc1ccc(Cl)cc1)CN1CCN(CC(O)COCc2ccc(Cl)cc2)CC1 (stereo not given) | 9 | -3 | 11 | -41
2 | -8 | -7 | -2.2 | -10 | O=C(c1ccccc1)c1ccc2nc(-c3ccc(NC(=O)c4ccccc4F)cc3)[nH]c2c1 | 8 | 1 | 10 | -3
3 | 1 | -23 | -0.63 | -7 | Cn1c(SCCCC(=O)c2ccccc2)nnc1-c1ccncc1 | 0 | -3 | -3 | 3
8 | 10 | -11 | 0.83 | 2 | CCOc1ccccc1CN(CCc1ccc2c(c1)OCO2)Cc1ccccn1 | 3 | -7 | -10 | 25
0 | -5 | -15 | 0.33 | -10 | CCOC(=O)C1CCCN(C(=O)CN2C(=O)COc3ccc(C(C)(C)C)cc32)C1 (stereo not given) | -10 | -1 | 2 | 7
7 | -2 | -1 | · | 29 | O=C(Nc1nc(-c2ccncc2)cs1)C1COc2ccccc2O1 (stereo not given) | -5 | 5 | 0 | 56*
9 | -1 | -6 | -0.08 | -9 | O=C(c1ccccc1[N+](=O)[O-])N1CCC(Cc2ccccc2)CC1 | 3 | 3 | 4 | 4
5 | -1 | 2 | -1.6 | -13 | Cc1ccc(C(=O)Nc2ccccc2C(=O)NC2CCCCC2)cc1S(=O)(=O)N1CCOCC1 | -2 | -2 | 0 | 14
12 | -4 | -7 | · | -17 | CN(CC(=O)NCCN1CCN(c2ccccc2)CC1)S(=O)(=O)c1ccc2c(c1)CCC(=O)N2 | 4 | -2 | 4 | 8
7 | 4 | -7 | · | 0 | c1ccc(-c2nc(Sc3ncnc4c3cnn4-c3ccccc3)n[nH]2)cc1 | 10 | 4 | -6 | 12
6 | 0 | -28 | 0.59 | -13 | CCOC(=O)CCNCC1COc2ccccc2O1 (stereo not given) | -7 | 3 | 0 | 1
-1 | 4 | 7 | 0.1 | -10 | Cc1cc(C(=O)CSc2nnc(-c3ccc(Cl)cc3)n2CC2CCCO2)c(C)n1C (stereo not given) | -1 | 2 | -5 | 8
2 | -15 | 6 | 0.99 | 1 | COc1ccc(C(=O)N2CCN(c3cccc(Cl)c3)CC2)c(OC)c1 | 1 | 0 | 13 | ·
4 | -2 | 23 | -1.1 | -13 | COc1ccc(S(=O)(=O)Nc2ccc(S(=O)(=O)N3CCCCC3)cc2)cc1OC | 4 | 2 | -2 | -9
-2 | 9 | -14 | 0.49 | -11 | COc1ccc(N(CC(=O)NC2CCCCC2)C(=O)CNC(=O)c2ccco2)c(OC)c1 | 1 | -2 | -10 | 2
5 | -3 | 15 | -1 | -13 | CCCCN1Cc2cc(C(=O)c3cc(OC)ccc3O)cnc2NC1=O | 7 | 1 | 7 | 7
9 | -4 | 12 | -0.93 | -9 | O=C1c2ccccc2C(=O)N1Cc1cc(-c2ccccc2Cl)no1 | 0 | 3 | 6 | 10
0 | -1 | 12 | -0.33 | -6 | Cc1ccc(NC(=O)NC(=O)CSc2nnnn2C)c(C)c1 | 1 | 1 | -2 | -13
5 | -3 | -10 | 2 | -7 | O=C(Cn1ccc2ccccc2c1=O)NCCC(=O)Nc1ccc2c(c1)OCCO2 | 4 | -3 | 0 | 7
2 | -5 | 21 | -1 | -2 | CCN(CC)C(=O)CSc1nc2c(sc(=S)n2-c2ccccc2)c(=O)n1Cc1ccco1 | 6 | -1 | 8 | -2
3 | 0 | 7 | -0.09 | 8 | CCOC(=O)CN(C(=O)CSc1nnc(-c2ccncc2)n1CCCOC)c1ccccc1 | -6 | -2 | -4 | 7
0 | 1 | 7 | 0.81 | -12 | CC(=O)N1CCC2(CC1)CC(=O)c1cc(OCC(=O)NCc3ccc(C)cc3)ccc1O2 | -7 | 2 | -3 | 2
4 | 1 | 2 | 0.49 | 15 | CCOC(=O)C1=C(O)/C(=C\c2ccc(OC)c(OC)c2)N=C1C | 0 | -4 | -4 | 6
2 | 2 | 2 | 1.1 | -8 | Cc1c(NC(=O)c2ccc(COc3ccc4ccccc4c3)o2)c(=O)n(-c2ccccc2)n1C | -4 | 2 | 1 | -6
2 | 5 | -1 | 1.2 | -6 | COCCNC(=O)C1CCN(S(=O)(=O)c2ccccc2)CC1 | -1 | 2 | -7 | 13

A different layout for three compounds above:
mol: O=C(Cn1ccc2ccccc2c1=O)NCCC(=O)Nc1ccc2c(c1)OCCO2
  HIV Rev-RRE inh: 5
  PTPN22 act: -3
  Plk1 PBD FP: -10
  Pyk2 oligo antag: 2
  PLK1 inh: -7
  EphB4 antag: 4
  FAK inh: -3
  PTPN22 inh 2: 0
  F-actin modifier: 7

mol: CCN(CC)C(=O)CSc1nc2c(sc(=S)n2-c2ccccc2)c(=O)n1Cc1ccco1
  HIV Rev-RRE inh: 2
  PTPN22 act: -5
  Plk1 PBD FP: 21
  Pyk2 oligo antag: -1
  PLK1 inh: -2
  EphB4 antag: 6
  FAK inh: -1
  PTPN22 inh 2: 8
  F-actin modifier: -2

mol: CCOC(=O)CN(C(=O)CSc1nnc(-c2ccncc2)n1CCCOC)c1ccccc1
  HIV Rev-RRE inh: 3
  PTPN22 act: 0
  Plk1 PBD FP: 7
  Pyk2 oligo antag: -0.09
  PLK1 inh: 8
  EphB4 antag: -6
  FAK inh: -2
  PTPN22 inh 2: -4
  F-actin modifier: 7

(list continues)
HIV Rev-RRE inh | PTPN22 act | Plk1 PBD FP | Pyk2 oligo antag | PLK1 inh | molecule | EphB4 antag | FAK inh | PTPN22 inh 2 | F-actin modifier
11 | -7 | -8 | -0.44 | -4 | COC(=O)c1c(-c2ccc(F)cc2)csc1NC(=O)c1ccco1 | -3 | -4 | 4 | 2
12 | 14 | -31 | -1.3 | -18 | CCN(CC)c1ccc(-c2c(C#N)c(N)nc(OC)c2C#N)cc1 | -5 | -12 | -15 | -14
4 | 10 | 4 | 0.74 | 1 | O=C(NC1CCCCCC1)c1nc2ncccn2n1 | -2 | -10 | -11 | 0
0 | 4 | 17 | 0.97 | 13 | CC1=C(C(=O)Nc2ccccn2)C(c2ccccc2)n2ncnc2N1 (stereo not given) | -6 | -3 | -6 | 3
11 | 4 | 5 | 0.63 | -11 | O=C(O)CSCC(=O)Nc1ccc(C(=O)O)cc1 | -7 | 2 | -3 | -2
6 | -10 | 7 | 0.12 | 5 | C=CCNc1nc(N)c(C(=O)Nc2cc(C)on2)s1 | 7 | 2 | 7 | -10
8 | 0 | 13 | 0.46 | -8 | Nn1c(SCC(=O)Nc2ccc3c(c2)OCO3)nnc1-c1ccc(Cl)cc1 | 4 | 1 | 4 | 37
-1 | 4 | 5 | 0.97 | 5 | O=C(COc1ccc(OCc2ccccc2)cc1)NC1CCOC1=O (stereo not given) | -2 | -3 | -3 | -7
9 | 4 | -25 | 0.56 | -12 | CCc1cc2c3c(c1)/C(=C1/SC(N)=NC1=O)C(=O)N3C(C)(C)C=C2C | 3 | 3 | 0 | 14
4 | 4 | 12 | -0.49 | -2 | COC(=O)c1ccccc1NC(=S)NC(=O)c1ccccc1 | 3 | 7 | -2 | -6
5 | 4 | 15 | · | -11 | CCOC(=O)Cn1c(CN2CCOCC2)nc2c1c(=O)[nH]c(=O)n2C | 2 | -3 | -5 | -14
3 | 3 | 4 | 0.12 | -8 | CC(C)N1CC(O)=C(c2nc3ccccc3[nH]2)C1=N | -5 | 1 | -2 | ·
11 | -2 | 13 | -0.59 | -10 | COc1ccc2cc3cc(C(=O)NCCN4CCc5ccccc5C4)oc3nc2c1 | 1 | 6 | 2 | -4
11 | 4 | 11 | -0.42 | -5 | COc1ccc2nc(SCC(N)=O)[nH]c2c1 | 6 | 0 | -4 | 10
10 | 1 | -41 | · | -17 | Cc1cc(NC(=O)CSc2nc(C(C)C)nc3c2c(=O)n(C)c(=O)n3C)no1 | 8 | -4 | -2 | -5
9 | 9 | -11 | -1.2 | -1 | Cc1csc(NC(=O)Nc2cccc(Cl)c2)n1 | 0 | 2 | -15 | -1
2 | -5 | 7 | -0.59 | -9 | Cc1cc(C)c(NC(=O)CN2C(=O)NC3(CCCCC3)C2=O)c(C)c1 | -5 | -3 | 5 | -8
17 | 13 | 16 | -0.39 | -11 | O=c1ccc(/C=C/c2ccccc2)nn1Cc1ccccc1Cl | 0 | 0 | -14 | 8
1 | 3 | 6 | 0.25 | -12 | CCCc1cc(=O)oc2c(CN3CCCC3)c(O)c(Cl)cc12 | -2 | 0 | -5 | 15
0 | 3 | -18 | · | -9 | CC1CCN(C(=O)c2ccc(C(=O)N3CCC(C)CC3)cc2)CC1 | 10 | -2 | -3 | 8
4 | -4 | 5 | -0.44 | -3 | CCC(=O)N1CCc2cc(Br)cc(S(=O)(=O)CCC(=O)NCCc3ccccc3)c21 | -6 | 0 | 3 | -1
